AmpC inh det = blocks E. coli AmpC beta-lactamase in presence of detergent; purified AmpC, nitrocefin hydrolysis with detergent; Potency, µM (series often up to 28.7 µM), for the others: at the top dose activity change, negative = inhibition; 71,000 compounds, 0.09% hits; active = well fitted curve in the direction sought with a large enough effect; inconclusive = small, poorly fitted or top-dose-only effect
Target sequence (P00811 whole entry, looked up): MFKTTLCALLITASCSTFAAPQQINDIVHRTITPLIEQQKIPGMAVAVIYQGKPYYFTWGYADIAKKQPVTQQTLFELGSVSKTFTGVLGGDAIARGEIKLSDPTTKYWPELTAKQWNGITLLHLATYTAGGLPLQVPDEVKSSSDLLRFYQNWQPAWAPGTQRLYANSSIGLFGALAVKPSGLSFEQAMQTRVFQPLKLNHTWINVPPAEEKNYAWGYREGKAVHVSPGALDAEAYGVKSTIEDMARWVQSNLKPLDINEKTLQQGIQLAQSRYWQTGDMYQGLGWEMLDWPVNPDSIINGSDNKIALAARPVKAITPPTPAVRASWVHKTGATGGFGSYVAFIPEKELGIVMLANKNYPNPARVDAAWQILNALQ
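E. coli AmpC (5.3 nM) in 20 mM phosphate pH 7.0 with 0.01% Triton X-100, preincubated 15 min RT with compound; nitrocefin (2 uL of 800 uM stock) hydrolysis followed by 480 nm absorbance every 20 s over 4 min.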
* hit, by the source's call; ? = inconclusive; & = joins results of further samples; [ ] = dose if it differs, or a comment. % is set by controls: 0 for no effect and ±100 for the full control effect; potency is the fitted concentration of half-maximal effect. An excerpt (hit frequency here may not be typical).

| smiles | AmpC inh det |
| --- | --- |
| CCSc1nc2c(c(=O)[nH]c(=O)n2C)n1C/C=C(/C)Cl | -4.4% |
| CCOC(=O)C(C(=O)OCC)C(=O)c1cc(OC)c(OC)c(OC)c1 | 12.9% |
| CC(C)NC[C@H](O)COc1ccc(CC(N)=O)cc1 | 1.0% |
| COc1cc(OC)nc(NC(=O)NS(=O)(=O)c2ccc(OC(F)(F)F)cc2)n1 | -5.1% |
| CCOc1ccc2nc(N3CCOCC3)nc(C)c2c1 | -5.2% |
| COC(=O)C1=C(N)Oc2cc(C)n(C)c(=O)c2C1c1ccc(Cl)c(Cl)c1 (stereo not drawn) | 15.9% |
| Cc1cc(C)nc(Nc2nc(=O)c3ccccc3s2)n1 | 9.2% |
| O=C(NCC(c1cccnc1)N1CCOCC1)C1CCCCC1 (stereo not drawn) | -4.5% |
| Cc1cnc(NC(=O)CSc2nc3ccccc3c(=O)[nH]2)s1 | -0.3% |
| COCCNC(=O)COc1ccc(Nc2ccccc2)cc1 | 0.2% |
| O=C(NCc1ccco1)c1ccc(S(=O)(=O)N2CCCc3ccccc32)cc1 | -2.3% |
| CCOC(=O)c1ccccc1NCN1C(=O)CSC1=O | 0.2% |
| CC1Cc2ccccc2N1C(=O)CCNS(=O)(=O)c1ccc2c(c1)CCC(=O)N2 (stereo not drawn) | 7.3% |
| COc1ccc2c(Cl)c(-c3nnco3)sc2c1 | 1.9% |
| COC(=O)c1cc(Cl)c(NC(=O)c2ccco2)cc1OC | 1.6% |
| CCOC(=O)Cc1nnc(NC(=O)c2ccccc2OCC)s1 | 7.6% |
| CC(C)(C)c1csc(NC(=O)CSc2nc3ccccc3c(=O)[nH]2)n1 | 10.9% |
| COCON1C(=O)CN(C(C)=O)C1c1ccc(Cl)cc1Cl (stereo not drawn) | -1.2% |
| Cc1nn2c(-c3ccccc3)c(-c3ccccc3)nc2[nH]c1=O | 10.1% |
| COc1cccc(NC(=O)Cn2cc3c(n2)CCCCC3)c1 | 0.5% |
| CC(C)Cn1cnc2c1c(=O)n(CC(=O)Nc1ccc3c(c1)OCO3)c(=O)n2Cc1ccccc1 | -6.0% |
| COc1ccc(CNc2ccnc(-c3c(C)noc3C)n2)c(OC)c1 | 2.6% |
| Cc1cc2c3c(c1)C1(C(=O)N3C(C)(C)CC2C)C(C#N)=C(N)Oc2n[nH]c(C)c21 (stereo not drawn) | -3.9% |
| CS(=O)(=O)N1CCN(C(=O)C(Sc2ccccc2)c2ccccc2)CC1 (stereo not drawn) | -2.3% |
| CC(c1ccco1)N(C(=O)COc1ccc(Cl)cc1Cl)c1ccccn1 (stereo not drawn) | -1.9% |
| COc1ccc(NC(=O)NS(=O)(=O)c2ccc(C)cc2)c(OC)c1 | -0.9% |
| Cn1c(CN2CCC(C(N)=O)CC2)c(C#N)c2ccccc21 | 17.5% |
| O=C(COC(=O)c1cccs1)NCc1ccccc1 | -1.5% |
| COc1ccc(Cl)cc1NC(=O)CN(C1CCCCC1)S(C)(=O)=O | 17.2% |
| O=C(Nc1ccccc1)N1CC2(CCN(C(=O)c3cc(C(F)(F)F)cc(C(F)(F)F)c3)CC2)C1 | -2.9% |

Reformatted: two of the compounds above.
Cc1nn2c(-c3ccccc3)c(-c3ccccc3)nc2[nH]c1=O
  AmpC inh det = 10.1%
COc1ccc(CNc2ccnc(-c3c(C)noc3C)n2)c(OC)c1
  AmpC inh det = 2.6%

Reprinted from above for reference:
| smiles | AmpC inh det |
| --- | --- |
| O=C(COC(=O)c1cccs1)NCc1ccccc1 | -1.5% |
| COc1ccc(Cl)cc1NC(=O)CN(C1CCCCC1)S(C)(=O)=O | 17.2% |
| O=C(Nc1ccccc1)N1CC2(CCN(C(=O)c3cc(C(F)(F)F)cc(C(F)(F)F)c3)CC2)C1 | -2.9% |

The results go on:
| smiles | AmpC inh det |
| --- | --- |
| Cc1nc(CN2CCN(C(=O)NC3(c4ccccc4)CC3)CC2)cs1 | -2.4% |
| CC(=O)c1cccc(NC(=O)c2cnn3ccccc23)c1 | 10.2% |
| N#Cc1nc(COc2ccccc2F)oc1NCCc1ccccc1 | -4.2% |
| Cc1ccc(S(=O)(=O)NCC(=O)NC2CCCCCC2)cc1 | -3.3% |
| Fc1ccc(CN2CCCCCCC2)cc1F | 4.5% |
| CCn1cc(/C=C(/C#N)S(=O)(=O)c2ccccc2)cn1 | -1.1% |
| Cn1cccc1C(=O)N1CCC[C@@]2(CCN(Cc3ccc(C#N)cc3)C2)C1 | -0.9% |
| CCOC(=O)C1CCCN(CCC(=O)Nc2c(C(=O)OC)[nH]c3cc(OC)ccc23)C1 (stereo not drawn) | -0.2% |
| Cc1cc(C)n(-c2nc3ccccc3nc2Nc2ccc3[nH]c(=O)[nH]c3c2)n1 | -7.9% |
| Cc1cc2c(cc(C(=O)OCC(=O)NCc3cccs3)n2C(C)C)o1 | 9.0% |
| O=[N+]([O-])c1ccc(O[C@H]2O[C@@H](CO)[C@@H](O)[C@@H](O)[C@@H]2F)c([N+](=O)[O-])c1 | -0.8% |
| CN(C)C(=O)c1ccc(-c2cc(Nc3ccccc3)ncn2)cc1 | 7.9% |
| Cc1ccc(OCCn2nc3ccccc3n2)c(C)c1 | -7.9% |
| CCOC(=O)C(C)Oc1cc(C)cc2oc(=O)c3c(c12)CCCC3 (stereo not drawn) | -6.0% |
| O=C(CSc1ccc(Cl)cc1)N1CCOCC1 | -6.0% |
| Cc1ccc(C(=O)Cn2c(NCCO)nc3ccccc32)cc1 | 0.0% |
| O=C(Cn1cccc1)Nc1ccc(F)cc1F | -5.8% |
| COC(=O)Cc1c(C)nc2nc(-c3cccnc3)[nH]n2c1=O | -1.1% |
| O=C(O)c1cc(N=Nc2ccc([As](=O)(O)O)cc2)ccc1O | -4.3%[5.75 µM] |
| Cc1ccc(Nc2nc(C(=O)N3CCC(C(=O)NCCN4CCOCC4)CC3)cs2)cc1 | 1.5% |
| CC(=O)c1cccc(NC(=O)COc2ccccc2)c1 | -4.4% |
| CNc1nc(Nc2ccc(C(C)=O)cc2)nc(OC(C(F)(F)F)C(F)(F)F)n1 | 2.0% |
| O=C1c2c(O)cc(O)cc2O[C@@H](c2ccc(O)c(O)c2)[C@H]1O | 17.7% |
| CCCCNC(=O)CSc1nccn1Cc1ccccc1 | 6.7% |
| O=C(O)COCCN1CCN([C@@H](c2ccccc2)c2ccc(Cl)cc2)CC1 | -0.2%[12.8 µM] |
| Cc1cc(=O)[nH]c(SCC(=O)Nc2nnc(CC(C)C)s2)n1 | -3.9% |
| CC1(C(=O)NC2CCCC2)CCC(=O)N1CCC1=CCCCC1 (stereo not drawn) | 10.3% |
| CN(C)C(=O)[C@H]1C[C@@H]1[C@H](NC(=O)OCc1ccccc1)c1ccccc1 | 14.7% |
| COc1ccc(S(=O)(=O)N2CCC(C(=O)c3ccc4c(c3)OCCO4)CC2)cc1 | 1.2% |
| O=C(NCc1cccnc1)Nc1ccc(F)cc1F | -3.0% |
| O=C1CC(N2CCN(c3ccccc3Cl)CC2)C(=O)N1c1cccc(F)c1 (stereo not drawn) | 20.2% |
| C[C@@H]1CC[C@H]2[C@H](C)[C@H]3[C@H](C[C@H]4[C@@H]5CC=C6C[C@@H](O)CC[C@@]6(C)[C@@H]5C[C@@H](O)[C@]34C)N2C1 | -0.9%[5.75 µM] |
| CCC(C)C(NC(=O)OC(C)(C)C)C(=O)NCc1ccco1 (stereo not drawn) | -2.2% |
| O=C(O)c1ccc(COc2c(F)c(F)cc(F)c2F)cc1 | -0.2% |
| CCNC(=O)CC1C(=O)N(c2ccccc2)C(=O)N1Cc1ccc(OC)cc1 (stereo not drawn) | -4.6% |
| O=C1c2cccnc2C(Nc2ccc(S(=O)(=O)N3CCCCC3)cc2)N1Cc1ccccc1 (stereo not drawn) | -4.9% |
| C=CCNc1nc2c(c(=O)n(C)c(=O)n2C)n1Cc1ccc(F)cc1 | 7.8% |
| CCCNC(=O)C(Cc1ccccc1)NS(=O)(=O)c1cccc2nsnc12 (stereo not drawn) | 0.0% |
| COc1ccccc1CCn1c(=O)c(-c2cc(F)cc(F)c2)nc2cncnc21 | 0.4% |
| COc1cccc(-c2cc(C(F)(F)F)n3ncc(C(=O)NCC4CCCO4)c3n2)c1 (stereo not drawn) | -1.1% |
| CCN1CCN(Cc2ccc3c(c2)Cc2ccccc2-3)CC1 | 3.4% |
| O=C(NCc1cccs1)c1ccncc1 | -3.8% |
| CCCN(CCC)C(=O)C1c2ccccc2Oc2ccccc21 | -1.7% |
| COc1ccc(C2c3c(oc4ccccc4c3=O)C(=O)N2c2ccccn2)cc1 (stereo not drawn) | 11.4% |
| CC(=O)O[C@]1(C)N=NC2(CCCCC2)O1 | -6.3%[5.75 µM] |
| CCN(C1CCCCC1)S(=O)(=O)c1ccc(S(=O)(=O)NCCc2ccncc2)cc1 | 2.6% |
| Cc1ccc(NC(=O)C2CCN(C(=O)NC3CCCCC3)CC2)cc1Cl | 1.6% |
| CCN(CC)c1cccc(OCC(=O)N(C)CCC#N)c1 | 0.3% |
| CCOC(=O)N1CCC(NC(=O)CSCc2nc(-c3ccc(OC)c(OC)c3)oc2C)CC1 | -6.3% |
| O=C(c1ccc(NC2=NC3CS(=O)(=O)CC3S2)cc1)N1CCN(C(=O)c2ccco2)CC1 (stereo not drawn) | 11.6% |
| Cn1cc(CN2CCc3ccccc3C2)c2ccccc21 | -1.6% |
| COc1ccc(NC(=O)c2sc(SC)nc2N)cc1 | 1.2% |
| O=C(Nc1ccccc1)N1CC[C@@]2(CCCN(C(=O)c3cnccn3)C2)C1 | -0.7% |
| CC(C)C(=O)Nc1cccc(NC(=O)c2cccnc2)c1 | -5.6% |
| O=C(CCN1C(=O)c2ccccc2C1=O)Nc1ccc(-c2nc3ccccc3o2)cc1 | -4.0% |
| Cc1csc2ncc(C(=O)Nc3ccccc3F)c(=O)n12 | 14.9% |
| O=C(NCc1cccs1)c1cc2c(s1)CCCC2 | -2.5% |
| CS(=O)(=O)NCc1nnc(SCc2ccccc2C(F)(F)F)o1 | -2.0% |
| Clc1ccc(C(c2ccc(Cl)cc2)C(Cl)(Cl)Cl)cc1 | 14.2% |
| CCc1ccc2oc(-c3cc(N)ccc3O)nc2c1 | 7.1% |

(next part)
| smiles | AmpC inh det |
| --- | --- |
| CCS(=O)(=O)Nc1ccc(Cc2ccncc2)cc1 | -1.7% |
| O=C(COC(=O)c1ccc(NS(=O)(=O)c2ccc3c(c2)OCCO3)cc1)NCC1CCCO1 (stereo not drawn) | 15.7% |
| CCn1nnnc1-c1ccc(OC)c(S(=O)(=O)Nc2ccc(C(=O)OC)cc2)c1 | -3.0% |
| COc1cc(OC)cc(-n2nnnc2SCC(=O)NCc2ccc3c(c2)OCO3)c1 | 15.6% |
| Cn1c(-c2ccccc2)cnc1SCC(N)=O | 13.2% |
| Nc1nc(Cn2nnc(-c3ccccc3F)n2)nc(N2CCOCC2)n1 | -2.3% |
| O=C(CCCC(=O)N(CC(=O)NC1CCCCC1)Cc1ccc2c(c1)OCO2)Nc1ccccn1 | 13.1% |
| COc1ccc2[nH]c(C)c(C(=O)CN(C)C)c2c1 | -3.8% |
| CN(C)c1ccc(C2N(c3ccc(Cl)cc3)C(=O)C3CCCN32)cc1 (stereo not drawn) | 5.3% |
| CCOC(=O)C1CCCN(C(=O)C2CCN(S(=O)(=O)CC)CC2)C1 (stereo not drawn) | 0.2% |
| CCOC(=O)C1CCCN(C(=O)c2cc3nc(-c4cccc(OC)c4)cc(C(F)(F)F)n3n2)C1 (stereo not drawn) | -5.0% |
| COc1ccc(C(=O)N2CCCC(c3nc(-c4cc(OC)c(OC)c(OC)c4)no3)C2)cc1 (stereo not drawn) | -5.5% |
| Cc1ccc(C(C#N)N2CCOCC2)cc1 (stereo not drawn) | 12.9% |
| COC(=O)[C@@]1(Cc2ccc(F)cc2)[C@H]2c3cc(C(=O)N4CCCC4)n(Cc4ccc(C)c(F)c4F)c3C[C@H]2CN1C(=O)c1ccccc1 | 2.5% |
| Cc1ccc(NC(=O)N(Cc2cc3cc(C)cc(C)c3[nH]c2=O)CC2COCCO2)cc1 (stereo not drawn) | -1.6% |
| CC1(C)S[C@@H]2[C@@H](NC(=O)[C@@H](N)c3ccccc3)C(=O)N2[C@H]1C(=O)O | ? |
| CCc1ccc(N2C(=O)c3sc4nnc(C)c(=O)n4c3C2=O)cc1 | 6.3% |
| CCc1ccc(NC(=O)CSc2nc3ccccc3c(=O)n2CCN2CCOCC2)cc1 | -2.0% |
| CCOc1cc(/C=N/n2cnnc2)ccc1OCC(=O)Nc1ccccc1OC | -1.4% |
| O=C(NC1CCCCC1)NC1CC2CCC(C1)N2C(=O)NC1CCCCC1 (stereo not drawn) | 0.1% |
| O=c1c2c3nc4ccccc4nc3n(/N=C/c3ccco3)c2ncn1CCC1=CCCCC1 | 14.5% |
| COc1ccc(C2=NOC(C(=O)NCCN3CCOCC3)C2)cc1 (stereo not drawn) | -4.5% |
| Cc1cccc(C)c1NC(=O)CSCC(=O)O | 1.8% |
| O=C(Nc1cc(C(F)(F)F)ccc1N1CCOCC1)c1cccnc1 | -5.0% |
| O=C1c2ccccc2C(O)N1CCN1CCOCC1 (stereo not drawn) | 5.6% |
| CCOc1ccc2cc(C#N)c(SCC(=O)OC)nc2c1 | 10.5% |
| O=C(NCc1ccco1)c1ccc2c(c1)C(=O)c1ccccc1-2 | 0.0% |
| Cc1cc(NC(=O)Nc2ccc3c(ccn3C)c2)sn1 | -4.3%&-2.5% |
| CC1(C)CC(=O)NC=C(c2ccccc2)C1 | -4.5% |

3 records drawn at random from those above:
| smiles | AmpC inh det |
| --- | --- |
| O=C(CSc1ccc(Cl)cc1)N1CCOCC1 | -6.0% |
| CCOC(=O)C(C)Oc1cc(C)cc2oc(=O)c3c(c12)CCCC3 (stereo not drawn) | -6.0% |
| O=C1c2ccccc2C(O)N1CCN1CCOCC1 (stereo not drawn) | 5.6% |
